Bioassay records as filed in PubChem.
Cl transport mod: modulates chloride dependent transport by human KCC2; KCC2 cells, thallium flux FluoZin-2 fluorescence; AID 1456; B-score of Tl+ flux slope (higher = more flux/activation; lower = inhibition) at 10 µM; 190,000 tested, 2.2% active; Q9H2X9;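 active = thallium flux slope and its plate-corrected score both differing from the plate sample mean at a set confidence after two filtering rounds, in either direction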;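 also: slope of fluorescence scaled to starting intensity during 10 to 20 s after thallium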
FXIa inh: factor XIa (human) inhibition; P03951; purified FXIa, Boc-Glu-Ala-Arg-AMC fluorogenic substrate; inhibition, % at 5 µM; 220,000 tested, 0.14% active;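 active = inhibition of at least 40%; inactive = inhibition below 40%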;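 also: fluorescence of freed AMC excited at 355 nm; 0% = enzyme without compound and 100% = no enzyme blank; many of its hits are not listed in these tables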
thrombin 1536: blocks human thrombin protease activity; alpha-thrombin, Boc-VPR-AMC fluorogenic substrate cleavage; inhibition, % at 5 µM; 220,000 tested, 0.26% active; AID 1046;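 active = inhibition at or above 40%; inactive = inhibition below 40%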;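 also: 0% = enzyme with no compound and 100% = wells without enzyme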
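System: human alpha-thrombin protein; Compound dosing: one concentration per compound, 5 µM, with 0.2% DMSO; Timing: reaction at room temperature; Technique: AMC fluorescence, 355/460 nm; Controls: enzyme without compound as high, wells lacking enzyme as low.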
PERK inh: inhibitors of human PERK kinase; inhibition, % at 5.6 µM; CHO PERK-DD fusion, SEAP luminescence translation reporter; Q9NZJ5; 220,000 tested, 0.17% active;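 active = inhibition above the mean inhibition of all tested compounds plus 3 SD, set separately per screening campaign, cut at about 2.9% in these data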;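 also: PERK kinase domain activated by AP20187 dimerizer at 100 nM; 0% = DMSO with dimerizer and 100% = rapamycin at 8.4 µM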
p97 inhibitor: human p97 ATPase inhibition; P55072; recombinant p97 ATPase, Kinase-Glo ATP luminescence, 3 h; inhibition, % at 8 µM; 220,000 tested, 0.42% active; AID 1481; in the data active = inhibition above about 15%;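 also: 0% = DMSO vehicle and 100% = wells lacking enzyme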
Wee1 stabilizer: blocks degradation of human Wee1 kinase; P30291; HeLa Luc-Wee1K328M stability, luciferase luminescence; 100% = proteasome inhibitor MG132 effect; reporter increase, % at 5 µM; 220,000 tested, 1.2% active;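 active = activation above the mean of all tested compounds plus 3 SD, set per screening run, cut at about 8.8% in these data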;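 also: cells exposed to compound for 20 h before luminescence read; 0% = DMSO alone and 100% = MG132 at 30 µM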
Target sequence (P30291 whole entry K328M): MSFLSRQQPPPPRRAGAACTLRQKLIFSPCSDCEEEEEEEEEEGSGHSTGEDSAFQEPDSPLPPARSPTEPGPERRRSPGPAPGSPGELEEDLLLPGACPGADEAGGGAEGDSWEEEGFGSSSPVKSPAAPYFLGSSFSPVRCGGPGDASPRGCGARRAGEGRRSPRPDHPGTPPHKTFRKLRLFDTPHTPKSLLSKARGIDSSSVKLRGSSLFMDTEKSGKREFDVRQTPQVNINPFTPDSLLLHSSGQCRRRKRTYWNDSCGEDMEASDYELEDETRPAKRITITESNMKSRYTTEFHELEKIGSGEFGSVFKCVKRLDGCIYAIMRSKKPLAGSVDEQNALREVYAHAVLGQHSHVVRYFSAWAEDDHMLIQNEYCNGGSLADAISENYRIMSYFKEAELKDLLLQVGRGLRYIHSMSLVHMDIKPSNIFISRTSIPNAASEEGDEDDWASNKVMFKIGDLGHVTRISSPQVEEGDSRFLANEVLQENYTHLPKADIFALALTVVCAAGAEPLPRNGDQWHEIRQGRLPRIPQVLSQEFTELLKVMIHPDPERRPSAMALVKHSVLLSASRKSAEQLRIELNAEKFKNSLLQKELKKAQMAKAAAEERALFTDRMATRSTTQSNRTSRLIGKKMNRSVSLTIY
hK5 inh: blocks human kallikrein 5 protease activity; 210,000 tested, 0.59% active; recombinant hK5, fluorogenic AMC substrate cleavage; Q9Y337; inhibition, % at 5 µM; AID 873;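 active = inhibition of 40% or more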;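 also: 0% = enzyme controls without compound and 100% = no-enzyme blanks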
Target sequence (Q9Y337 67-293 limits assumed): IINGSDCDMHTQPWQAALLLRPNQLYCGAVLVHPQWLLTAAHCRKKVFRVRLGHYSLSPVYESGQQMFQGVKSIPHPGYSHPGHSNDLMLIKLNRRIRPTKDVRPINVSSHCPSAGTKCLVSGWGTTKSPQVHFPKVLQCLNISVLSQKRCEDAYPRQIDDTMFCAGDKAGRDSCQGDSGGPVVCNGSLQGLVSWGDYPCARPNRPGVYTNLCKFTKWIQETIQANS
FXIIa inh: factor XIIa (human) inhibition. 220,000 tested, 0.3% active. purified FXIIa, Boc-QGR-AMC fluorogenic substrate, 2 h. inhibition, % at 5 µM. P00748. AID 800; in the data active = inhibition above about 40%;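 also: 0% = enzyme with no compound and 100% = blank without enzyme; many of its hits are not listed in these tables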
Furin inh: inhibitors of human furin; P09958; purified furin, fluorogenic substrate cleavage; 220,000 tested, 0.061% active; inhibition, % at 30 µM; in the data active = inhibition above about 25%; also: inactives centre near -15
* = called active by the depositor; . = no result given; [ ] = dose if it differs, or a comment.

SMILES | Cl transport mod | FXIa inh | thrombin 1536 | PERK inh | p97 inhibitor | Wee1 stabilizer | hK5 inh | FXIIa inh | Furin inh
Cc1c(C(=O)NCc2cccnc2)oc2ccc(S(=O)(=O)N3CCCCC3)cc12 | -0.3 | 15 | 0 | -0.6 | -1 | 1 | -27 | 20 | -16[20 µM]
CCCSc1nc2c(c(=O)[nH]c(=O)n2C)n1CC(O)COc1ccccc1 (stereo unspecified) | 0.035 | 1 | 3 | 0.6 | 0 | 2 | -1 | 8 | -12
CCOC(=O)CC(NC(=O)c1cc2cc(Br)ccc2oc1=O)c1cccc([N+](=O)[O-])c1 (stereo unspecified) | -0.85 | 2 | -1 | 0.1 | 1 | 1 | -26 | 7 | -14
CS(=O)(=O)N(Cc1ccc(F)cc1)Cc1nc2ccccc2c(=O)[nH]1 | . | 11 | 0 | -0.4 | -6 | 1 | -19 | 18 | -16
CC[n+]1ccccc1/C=C/Nc1ccccc1 | 0.083 | 18 | -10 | 1.0 | 5 | -3 | -4 | 3 | -23
Cc1ccc(NC(=O)CN2C(=O)NC3(CCCc4ccccc43)C2=O)cc1S(=O)(=O)N1CCOCC1 (stereo unspecified) | -0.67 | -3 | 0 | 1.5 | 8 | -1 | -4 | 6 | -16
Cc1ccc(N2CC(C(=O)Nc3ccccc3C(=O)NC3CCCCC3)CC2=O)cc1 (stereo unspecified) | -0.75 | -8 | -6 | 0.6 | 7 | -2 | -10 | 0 | -17[20 µM]
COc1ccccc1C(=O)NCCn1cc(SCC(=O)NCc2ccco2)c2ccccc21 | -0.65 | 2 | 2 | -0.6 | -6 | 1 | -25 | 11 | -32[20 µM]
O=C(Nc1ccc(OCC(=O)N2CCC(Cc3ccccc3)CC2)cc1)c1ccco1 | -1.6 | 5 | 2 | 0.0 | 1 | -2 | -7 | 3 | -16[20 µM]
O=c1cc(CSc2nnnn2-c2ccc(O)cc2)nc2sccn12 | 0.12 | -6 | -6 | 0.6 | -1 | -3 | -9 | -4 | -8
COc1cc(/C=C/C(=O)OCC(=O)N2CC3(C)CC2CC(C)(C)C3)ccc1O (stereo unspecified) | -1.2 | 17 | -5 | -0.9 | -1 | 1 | -8 | 22 | -1
O=C(c1ccccc1)c1ccc2nc(N3CCCCC3)c3nncn3c2c1 | 0.89 | 4 | 1 | -0.2 | 11 | 0 | -8 | 9 | -9
S=C(c1ccc2c(c1)OCO2)N1CCCC1 | -1.1 | -11 | 7 | 0.8 | 0 | 1 | -9 | -4 | -14[20 µM]
O=C1C2C(c3ccccc3)(C(=O)N1c1ccc(Cl)cc1)C2(c1ccccc1)c1ccccc1 (stereo unspecified) | 0.53 | 3 | -4 | -0.1 | 3 | 2 | 6 | 11 | -25
COC(=O)c1ccc(C(=O)OC)c(NC(=O)CSCC(=O)O)c1 | . | 12 | -4 | 3.1* | 10 | 1 | 3 | 7 | -1
COc1ccc(-c2cc(C(=O)NCc3cccnc3)no2)cc1OC | -0.026 | -4 | -4 | -1.5 | 2 | 0 | 1 | 4 | -4
CC(C)NC(=O)COC(=O)c1ccc(S(=O)(=O)N2CCCC2)cc1 | 0.064 | -4 | 3 | 1.8 | 0 | 3 | -7 | 4 | -30
O=C(NCc1ccccc1)c1ccc(CNc2c(N3CCCC3)c(=O)c2=O)cc1 | 0.32 | 1 | 1 | 0.9 | 0 | -3 | -1 | 5 | -9
CC[C@H](C)[C@@H](C(=O)N1CCNCC1)n1cc([C@@H](N)Cc2ccc(O)cc2)nn1 | 0.065 | 2 | -2 | 1.8 | 5 | 0 | 1 | 8 | -32
C=CCn1c2ccccc2c2nnc(SCC(=O)NC(C(=O)OC)C(C)C)nc21 (stereo unspecified) | . | -2 | 1 | -1.2 | -5 | 0 | -8 | 3 | -17[20 µM]
Cc1ccc(SCc2cn3c(C)cc(C)nc3n2)cc1 | 0.31 | 1 | -5 | 0.8 | 5 | 0 | 2 | 7 | -24
COc1ccc(-n2cnnc2SCc2cnc(-c3ccccc3)s2)cc1 | -2.3 | 0 | 3 | -0.8 | 1 | 2 | -6 | 16 | -11
Cc1ccc(C(=O)Nc2ccc(S(=O)(=O)N3CCc4ccccc4C3)cc2)o1 | . | 0 | -1 | -1.5 | -3 | 1 | -3 | 12 | -5[20 µM]
COc1ccc2nc(Nc3nc(CSc4nnnn4-c4ccccc4)cc(=O)[nH]3)nc(C)c2c1 | -0.97 | 2 | 2 | 2.5 | 3 | 1 | -29 | 13 | -14[20 µM]
C/C(CCc1ccco1)=N\NC(=O)CNc1cccc2ccccc12 | -0.033 | -7 | 0 | 1.6 | 4 | 3 | -24 | -7 | -28

Brought forward from above: 2 entries, followed by the next part.
SMILES | Cl transport mod | FXIa inh | thrombin 1536 | PERK inh | p97 inhibitor | Wee1 stabilizer | hK5 inh | FXIIa inh | Furin inh
COc1ccc2nc(Nc3nc(CSc4nnnn4-c4ccccc4)cc(=O)[nH]3)nc(C)c2c1 | -0.97 | 2 | 2 | 2.5 | 3 | 1 | -29 | 13 | -14[20 µM]
C/C(CCc1ccco1)=N\NC(=O)CNc1cccc2ccccc12 | -0.033 | -7 | 0 | 1.6 | 4 | 3 | -24 | -7 | -28
COC(=O)COc1cccc2c(=O)n(CC(=O)N3CCCCC3)ccc12 | 0.61 | 1 | 0 | 0.2 | 1 | 1 | 3 | 10 | -22
Cc1nn(-c2ccccc2)c(N)c1C(c1ccc(C(C)C)cc1)c1c(C)nn(-c2ccccc2)c1N | -0.7 | -6 | -8 | -1.3 | -4 | 1 | -33 | -1 | -18
O=C(OCc1ccccc1)C1=NNC2C(=O)N(c3ccccc3)C(=O)C12 (stereo unspecified) | 1.2 | 6 | -5 | 1.0 | -1 | 5 | -7 | 13 | -6
Cc1cccc(C(=O)NC(=O)Nc2c(C)cc(C)nc2C)c1 | 1.5 | 1 | 0 | -0.6 | -4 | 0 | 6 | 11 | -21
Cc1cc(N/N=C/c2cccc(Cl)c2)nc(NCc2ccccc2)n1 | 0.051 | -5 | -10 | -0.7 | 1 | -3 | 10 | 6 | -5
CN(C)S(=O)(=O)c1cccc(-c2cn3cc(Cl)ccc3n2)c1 | 0.7 | 3 | -1 | -0.1 | 2 | 2 | -20 | 8 | -12[20 µM]
CC(C)C(NC(=O)c1ccc(Cl)cc1)C(=O)O (stereo unspecified) | 1.3 | -2 | -2 | 0.5 | 5 | -1 | -10 | 6 | -25[20 µM]
O=S(=O)(c1ccc(Br)s1)N1CCN(c2ccccc2)CC1 | 1.4 | . | . | 1.2 | 3 | -1 | . | . | -17[20 µM]
OC[C@H](O)[C@H](O)[C@@H](O)[C@@H](O)[C@@H]1SC(c2ccccc2)=NN1c1ccccc1 | 0.3 | 5 | -1 | 1.6 | 5 | 6 | -4 | 9 | -15
Cc1onc(-c2c(Cl)cccc2Cl)c1C(=O)O/N=C(\C#N)c1ccccc1 | . | 3 | -4 | 2.1 | 15* | -1 | -1 | 4 | -20
CCOC(=O)CSc1nc2ccccc2c(=O)n1CCCCCC(=O)NCc1ccco1 | -4.1* | -5 | -3 | -1.2 | 1 | -1 | 1 | 0 | 2
CC(C)C1(CCNC(=O)c2cccs2)CCOC(C)(C)C1 (stereo unspecified) | 1.2 | -2 | -3 | -2.0 | 4 | -1 | -2 | 5 | -13
CC1=NN(C(=O)c2csc(C)c2)C(O)(C(F)(F)F)C1 (stereo unspecified) | 0.79 | 0 | -1 | 1.1 | -5 | -1 | -3 | 11 | -18[20 µM]
CC1CCCN(C(=O)c2sc3cc([N+](=O)[O-])ccc3c2Cl)C1 (stereo unspecified) | -0.66 | 6 | 5 | 0.4 | 0 | 1 | 2 | 14 | -17
COc1ccc2nc(Nc3nc(CSc4nc5ccccc5[nH]4)cc(=O)[nH]3)nc(C)c2c1 | 0.066 | 4 | 0 | 0.2 | 0 | 1 | -34 | 7 | -14
COC(=O)[C@H](C)NC(=O)Nc1ccc(S(N)(=O)=O)cc1 | . | 6 | 2 | 2.0 | 6 | -2 | -2 | 13 | -23
Cc1cccc(NC(=O)c2nc[nH]c2C(=O)N[C@@H](CC(C)C)C(=O)OC(C)(C)C)c1 | 2.2 | -6 | -5 | . | . | . | -5 | 4 | -21
O=C(c1ccc(S(=O)(=O)NCc2ccco2)cc1)N1CCN(Cc2ccccc2)CC1 | 1.5 | -1 | -3 | 1.5 | 3 | -1 | 2 | 10 | -19
Fc1ccc(C2=Nn3c(nnc3-c3n[nH]c4c3CCC4)SC2)cc1 | -0.072 | -5 | -11 | 0.1 | 1 | 0 | -25 | 10 | -15
O=C(c1cccc(F)c1)N1CCC(N2CCOCC2)CC1 | 0.5 | -8 | -2 | 0.1 | 7 | -1 | -11 | 2 | -13[20 µM]
C=CCOc1ccccc1/C=N/O | -0.011 | -12 | -7 | -0.1 | 0 | -3 | 0 | -12 | -19
Cc1ccc(Cc2cnc(NC(=O)/C(C#N)=C/c3ccc(-c4ccc([N+](=O)[O-])cc4)o3)s2)cc1 | -0.36 | 7 | 3 | 0.0 | -3 | 2 | -12 | 1 | 3[20 µM]
Cc1cc(C)c(S(=O)(=O)n2cnc3ccccc32)c(C)c1 | 0.28 | 18 | 3 | 1.8 | 1 | 0 | -18 | 25 | -11[20 µM]
Clc1ccccc1-c1nnc2sc(CCc3ccccc3)nn12 | -3.4* | -7 | -3 | -0.1 | -6 | 1 | 3 | -1 | -23[20 µM]
Clc1cccc(-c2nc(NCc3cccnc3)c3ccccc3n2)c1 | . | -2 | -2 | 0.2 | 8 | -2 | -2 | 13 | -8[20 µM]
CCc1nnc(NC(=O)CCC(=O)N2CCCC2)s1 | 0.031 | -8 | 42* | 0.5 | 1 | -3 | 54* | 28 | -21
CC(C)C(NS(=O)(=O)c1ccc2c(c1)OCCO2)C(=O)NCCc1ccccn1 (stereo unspecified) | 0.83 | -13 | -12 | 0.8 | -1 | 1 | -22 | -6 | -35

10 entries from above, with values under each structure:
Sequence of screens – Cl transport mod	FXIa inh	thrombin 1536	PERK inh	p97 inhibitor	Wee1 stabilizer	hK5 inh	FXIIa inh	Furin inh
O=C(c1ccc(S(=O)(=O)NCc2ccco2)cc1)N1CCN(Cc2ccccc2)CC1
  1.5	-1	-3	1.5	3	-1	2	10	-19
Fc1ccc(C2=Nn3c(nnc3-c3n[nH]c4c3CCC4)SC2)cc1
  -0.072	-5	-11	0.1	1	0	-25	10	-15
O=C(c1cccc(F)c1)N1CCC(N2CCOCC2)CC1
  0.5	-8	-2	0.1	7	-1	-11	2	-13[20 µM]
C=CCOc1ccccc1/C=N/O
  -0.011	-12	-7	-0.1	0	-3	0	-12	-19
Cc1ccc(Cc2cnc(NC(=O)/C(C#N)=C/c3ccc(-c4ccc([N+](=O)[O-])cc4)o3)s2)cc1
  -0.36	7	3	0.0	-3	2	-12	1	3[20 µM]
Cc1cc(C)c(S(=O)(=O)n2cnc3ccccc32)c(C)c1
  0.28	18	3	1.8	1	0	-18	25	-11[20 µM]
Clc1ccccc1-c1nnc2sc(CCc3ccccc3)nn12
  -3.4*	-7	-3	-0.1	-6	1	3	-1	-23[20 µM]
Clc1cccc(-c2nc(NCc3cccnc3)c3ccccc3n2)c1
  .	-2	-2	0.2	8	-2	-2	13	-8[20 µM]
CCc1nnc(NC(=O)CCC(=O)N2CCCC2)s1
  0.031	-8	42*	0.5	1	-3	54*	28	-21
CC(C)C(NS(=O)(=O)c1ccc2c(c1)OCCO2)C(=O)NCCc1ccccn1 (stereo unspecified)
  0.83	-13	-12	0.8	-1	1	-22	-6	-35
